Compound activity (PubChem)
RMI FANCM FP: disruptors of RMI1/RMI2 association with MM2 peptide – biochemical, fluorescence polarization, human, primary screen. RMI core complex (RMI1/RMI2) binding to FANCM MM2 peptide, human. RMI core complex with F-MM2 peptide; hits give low values. FP signal (polarization) at 33 µM. 70,000 compounds, 0.58% hits. AID 1159607, 2016; in the data active = FP signal below about 40; note: inactives centre near 61; strong numbers were not always called active; unit not given here
* hit, by the source's call; & = joins results of further samples. Only part of the results is shown; rates above refer to the full screens.

SMILES	RMI FANCM FP
C#C[C@]1(O)CC[C@H]2[C@@H]3CCC4=C(CCC(=O)C4)[C@H]3CC[C@@]21C	53
O=C(c1ccccc1Cl)N1CCN(CCN2C(=O)c3cccc4cccc(c34)C2=O)CC1	46
O=C(Nc1c(C(=O)c2ccc3c(c2)OCCO3)oc2ccccc12)c1ccc([N+](=O)[O-])cc1	92
COc1cc(/C=C/C(=O)Nc2ccc(-c3nc4ccccc4[nH]3)cc2)cc(OC)c1OC	133
O=S(=O)(NCCOc1ccc(F)cc1)c1ccc(Cl)cc1	61
Cc1ccc(SCCC(=O)Nc2ccc3sccc3c2)cc1	52
Cc1cccc(CS(=O)(=O)Nc2ccc3c(c2)N(C)C(=O)C(C)(C)CO3)c1	65
COc1ccc(-c2cc(-c3ccc(N(C)C)cc3)nc(NS(=O)(=O)c3ccc(N)cc3)n2)cc1	54
Cc1ccc(NCN2C(=O)c3ccccc3C2=O)nc1	56
COc1ccc(-c2oc3cc(O[C@H]4O[C@H](CO)[C@@H](O)[C@H](O)[C@H]4O)c(OC)c(O)c3c(=O)c2OC)cc1O	63
CSc1cccc(-n2nnc(C(=O)OCc3ccccc3F)c2C)c1	68
O=c1[nH]c(=O)n(C2C[C@@H](O)[C@@H](CO)O2)cc1F (stereo not given in full)	55
CCn1ccnc1N1CCN(C(=O)c2c(-c3ccccc3Cl)noc2C)CC1	67
O=C(Nc1ccccc1N1CCOCC1)C1CCN(c2nccc(C(F)(F)F)n2)CC1	54
O=C(/C=C/c1ccccc1)Nc1ccc2c(c1)C(=O)NC2=O	97
CN(C)C(N)=NCCC[C@H](N)C(=O)O	54
CC(C)CS(=O)(=O)Nc1ccc2c(c1)N(S(=O)(=O)c1ccccc1)CCC2	74
S=C1NC2(CCCC2)NN1c1ccccc1	61
Cn1nc(C(=O)Nc2ccccn2)ccc1=O	61
O=C(CC(SCc1ccco1)c1ccc(F)cc1)c1ccco1 (stereo not given)	52
CCOC(=O)c1c[nH]c(=S)[nH]1	54
Fc1ccc(CSc2nnc(-c3ccc(Cl)s3)o2)cc1	76
C/C(=N/NC(=O)c1ccc(C(C)(C)C)cc1)c1ccccc1O	54
CN(C)S(=O)(=O)c1ccc(C(=O)NCCn2ncc3c(=O)n(Cc4cccc5ccccc45)cnc32)cc1	82
Cc1nnsc1C(=O)NCc1csc2ccc(Cl)cc12	52
CSC(N)=Nc1csc(C(F)(F)F)c1-c1ccccc1	63
COc1cccc(OC)c1NC(=O)N1CCOCC1	54
Cc1cc(-c2nnc(NC(=O)c3ccc(S(=O)(=O)N4CCC(C)CC4)cc3)o2)n(C)n1	69
CCN1C(=O)CCc2cc(NC(=O)c3cccc(OC)c3OC)ccc21	68
O=c1[nH]c2ccccc2[nH]c1=O	55
Cc1ccc2nc3sc(Nc4ccc(C)c(Cl)c4)nn3c(=O)c2c1	99
Brc1ccc(C2N(Cc3ccccc3)CCN2Cc2ccccc2)s1	78
CC(=O)Nc1cc(N2CCOCC2)c(F)cc1[N+](=O)[O-]	54
CC1CC1c1ccc(/C=C(\C#N)C(=O)Nc2cccc([N+](=O)[O-])c2)o1 (stereo not given)	68
O=C(NCC1CCCN1S(=O)(=O)c1cccs1)c1ccc(F)c(F)c1 (stereo not given)	62
CN1CCN(C(CNC(=O)NCc2ccc(F)cc2)c2ccsc2)CC1 (stereo not given)	68
O=C(c1cccc2ccccc12)N1CCN(Cc2nc(-c3ccco3)cs2)CC1	63
CC(C)(C)c1cc(C(=O)N/N=C\c2ccccc2Cl)n[nH]1	57
Cc1ccccc1CNc1ncnc2c1ncn2C1OC(CO)C(O)C1O (stereo not given)	53
COc1ccc(/C=C/C(=O)Nc2ccccc2C(N)=O)cc1OC	63
O=C(/C=C/c1ccccc1)NCCc1csc2nc(-c3ccc(Cl)cc3)nn12	58
CN(C)c1ccc(/C=C/c2cc(C(C)(C)C)nc(C(C)(C)C)c2)cc1	53
O=C(c1ccc(Cl)s1)N(CCn1cccn1)c1nc2ccccc2s1	78
O=C(CN1CCC(C(=O)N2CCN(c3ccc(F)cc3)CC2)CC1)Nc1ccc(F)cc1	60
COc1cccc(-c2ccc(=O)n(CCCC(=O)NCc3ccccc3Cl)n2)c1	70
C/C(=N/NC(N)=S)c1cc2cc(Cl)ccc2o1	55
CC(C)c1ccc(NNC(=O)CCc2ccccc2)cc1	54
COC(=O)c1ccccc1NC(=O)NCc1ccccc1	65
CC(C)c1nc(SCC(=O)Nc2nc3ccccc3s2)c2c(=O)n(C)c(=O)n(C)c2n1	74
Cc1nc(N=C(N)NC(=O)Nc2ccc(Cl)cc2)sc1Br	61&53

The results go on.
SMILES	RMI FANCM FP
Cn1nnnc1SCC1=C(C(=O)O)N2C(=O)[C@@H](NC(=O)[C@H](O)c3ccccc3)[C@H]2SC1	56
O=C(NCCN1CCN(c2ccccc2)CC1)C1CC1	61
Nc1[nH]c(=O)[nH]c(=O)c1N=Nc1ccc(SC(F)F)cc1	61
CCc1ccc2ncc(C#N)c(Nc3ccc(Cl)cc3)c2c1	78
O=C1CCCC(=O)N1CCS(=O)(=O)N1CCN(Cc2ccccc2)CC1	62
OCC1O[C@H](O)C(Cl)C(O)C1O (stereo not given in full)	57
CCOc1ccc2c(c1)C(C)=CC(C)(C)N2	62&57
CCCCCCC#Cc1cncc(C(=O)O)c1	55
O=C(NC(=O)C1CCCCC1)c1ccccc1O	54
CCOC(=O)N1CCN(C(=O)CCCN2C(=O)/C(=C\c3ccco3)SC2=S)CC1	58

Quoted from the listing:
In RMI FANCM FP, OCC1O[C@H](O)C(Cl)C(O)C1O (stereo not given in full) is entered as 57
In RMI FANCM FP, CCc1ccc2ncc(C#N)c(Nc3ccc(Cl)cc3)c2c1 is entered as 78
In RMI FANCM FP, O=C(NC(=O)C1CCCCC1)c1ccccc1O is entered as 54

The list continues:
SMILES	RMI FANCM FP
O=C(NCCS(=O)(=O)N1CCN(Cc2ccccc2)CC1)c1cc2ccccc2o1	66
O=c1[nH]nc(SCc2cccc(Br)c2)n2nc(-c3cccs3)cc12	69
O=C(NCc1nnnn1-c1cccc(F)c1)c1cc2ccccc2o1	56
Cc1cc(C)cc(NC(=O)C(=O)NC2CCCC2)c1	66
CCN1CCC(O)(C#Cc2ccccc2)CC1	58
CS(=O)(=O)c1cccc(C(=O)Nc2nc(-c3cc(Cl)sc3Cl)cs2)c1	54
COc1cc2[nH]c3c(=O)n(CC(=O)NCc4ccc(SC)cc4)cnc3c2cc1OC	100
Cc1cc(NC(=O)CSc2ccc(-c3ccco3)nn2)no1	56
Cc1ccccc1CSc1n[nH]c(=O)c2cc(-c3ccco3)nn12	63
COc1ccc2nc(-c3cccc(NC(=O)c4cccc(C)c4)c3)cn2n1	71
COc1ccc(Cc2nnc(C3CCN(C(=O)NC(C)(C)C)CC3)s2)cc1	64
Cc1cc2nc(N(CC3CCCO3)C(=O)c3ccnn3C)sc2cc1C (stereo not given)	107
O=C(N=Nc1c(O)[nH]c2ccc([N+](=O)[O-])cc12)c1ccco1	60
CN1CCCN=C1/C=C/c1cccs1	64&43
Cc1nnc2ccc(N3CCN(S(=O)(=O)Cc4ccccc4)CC3)nn12	67
CCC(=O)N1CCc2ccc(NS(=O)(=O)c3ccc4c(c3)OCCO4)cc2C1	73
CCC(=O)c1ccc(OCC(O)CN2CCN(c3ccc(F)cc3)CC2)cc1 (stereo not given)	53
CC(C)(C)C(=O)NCCOc1ccc(C23CC4CC(CC(C4)C2)C3)cc1	63
CCOc1ccc(-c2ccc(SCc3ccc([N+](=O)[O-])cc3)nn2)cc1	56
CC(C)n1c(SCC(=O)O)nc2ccccc21	65

Compounds listed so far with bromine (3):
SMILES	RMI FANCM FP
Brc1ccc(C2N(Cc3ccccc3)CCN2Cc2ccccc2)s1	78
Cc1nc(N=C(N)NC(=O)Nc2ccc(Cl)cc2)sc1Br	61&53
O=c1[nH]nc(SCc2cccc(Br)c2)n2nc(-c3cccs3)cc12	69

(continued)
SMILES	RMI FANCM FP
Cc1ccc(N2CCCS2(=O)=O)cc1NC(=O)Cc1ccc(F)cc1	54
CC(C)c1ccc(CC(=O)N(Cc2ccco2)c2nc3c(F)cccc3s2)cc1	183
Cc1cc(-c2nnc(NC(=O)CCS(=O)(=O)c3ccc(Cl)cc3)o2)n(C)n1	70
CC(C)CN1C(=O)CCc2cc(NS(=O)(=O)c3cccc(F)c3)ccc21	63
CC(C)Cn1c(=O)c2ccc(C(=O)NC(C)C)cc2n2c(=O)n(CC(=O)NC(C)(C)C)nc12	61
Oc1[nH]c(=S)sc1C=Nc1nc2ccccc2[nH]1	259
CCOC(=O)c1ccc(NC(=O)CSc2ncc(S(=O)(=O)c3cccs3)c(N)n2)cc1	88
O=C(NCCN1CCN(c2ccccc2)CC1)c1ccc2ccccc2c1	62
COc1ccc(Cl)c2sc(N(Cc3cccnc3)C(=O)C3=COCCO3)nc12	56
CCOc1ccccc1NC(=O)c1ccc(=O)n(Cc2ccccc2Cl)c1	57
Cc1cn2c(nc1=O)O[C@@H]1C[C@H]2O[C@@H]1CO	51
Cn1/c(=N\NC(=O)c2ccc(S(=O)(=O)N3CCCCC3)cc2)sc2ccccc21	58
CCOc1ccc(-c2noc(Cn3c(=O)n(CCc4ccccc4)c(=O)c4ccccc43)n2)cc1	135
CCCC(=O)Nc1ncnc2c1ncn2C1O[C@@H]2COP(=O)(O)O[C@H]2[C@H]1OC(=O)CCC (stereo not given in full)	56
O=C(Nc1ccc2c(c1)CN(C(=O)c1cccs1)CC2)c1cccc(C(F)(F)F)c1	70
CCCn1c(Sc2ccc([N+](=O)[O-])cc2[N+](=O)[O-])nc2ccccc21	51
O=C(c1ccc(C(F)(F)F)cc1)n1nccc1-c1cc(-c2ccccc2)no1	53
COc1ccc(C(=O)c2ccccc2O)c(O)c1	65&52
O=C(CSc1nc2ccccc2s1)N1CCc2cc(S(=O)(=O)N3CCOCC3)ccc21	60
N/C(=N/OC(=O)c1ccc(Cl)cc1)c1ccno1	56

4 compounds out of the list, arranged by count of non-hydrogen atoms, smallest number first.
SMILES	RMI FANCM FP
O=C(NCCN1CCN(c2ccccc2)CC1)C1CC1	61
Cc1ccc(N2CCCS2(=O)=O)cc1NC(=O)Cc1ccc(F)cc1	54
Cc1cc(-c2nnc(NC(=O)CCS(=O)(=O)c3ccc(Cl)cc3)o2)n(C)n1	70
CCC(=O)c1ccc(OCC(O)CN2CCN(c3ccc(F)cc3)CC2)cc1 (stereo not given)	53

The results go on:
SMILES	RMI FANCM FP
O=C(CCc1ccccc1)Nc1nnc(C2CCCCC2)o1	60
Cc1nn(C2CCS(=O)(=O)C2)c2nc(-c3cccs3)cc(C(=O)O)c12 (stereo not given)	71
CN(C)/C=C/C(=O)c1ccc(-c2cc(Cl)cc(Cl)c2)o1	64
O=[N+]([O-])c1cnc(Sc2nccc(-c3cccnc3)n2)s1	57
COc1ccc(Cl)c2sc(N)nc12	69
O=C(Nc1nnc(-c2ccccn2)o1)c1cc(Cl)ccc1Cl	63
COC(=O)CSc1nnc(-c2sc3ccccc3c2Cl)o1	56
CS(=O)(=O)N1CCC(C(=O)NCc2ccsc2)CC1	68
Cc1ccc(S(=O)(=O)N=Cc2cccnc2)cc1	61
CC(C)(C)c1ccc(-n2c(=O)[nH]c3c(C(N)=O)nc(-c4cccc(Br)c4)nc32)cc1	122
O=C(Cc1ccc(F)cc1)NCCCN1CCN(c2ccccc2)CC1	63
CCOC(=O)N1CCc2c(sc(NC(=O)CSc3ccccc3)c2C(N)=O)C1	67
O=C(Nc1ccc(C(F)(F)F)cc1)O/N=C\c1cccc([N+](=O)[O-])c1	62
CCOC(=O)C1CCN(Cc2cc(=O)oc3cc(O)c(Cl)cc23)CC1	45
COC(=O)c1ccccc1NC(=O)CN1CCCN(Cc2ccccc2F)S1(=O)=O	106
COc1cc(NC(=O)OC(C)(C)C)cc(OC)c1OC	53
CC1(C)CC(=O)C=C(Sc2nc3ccccc3o2)C1	40
Cc1ccc2cccc(OC(=O)c3ccccc3F)c2n1	58
OCc1cnc(SCc2ccc(Cl)c(Cl)c2)n1Cc1ccc(Cl)cc1	68
CC(/C=N\NC(=O)c1cc(-c2cccs2)[nH]n1)=C\c1ccccc1	69
CC(C)(C)C(=O)Nc1nnc(SCC(=O)NCc2ccco2)s1	31
Cc1cc(-c2nnc(NC(=O)C3CCCN3S(=O)(=O)c3cccs3)o2)nn1C (stereo not given)	68
CCS(=O)(=O)c1ccc(CC(=O)Nc2ccc([N+](=O)[O-])cc2OC)cc1	54
N#C/C(N=Cc1ccc(Cl)cc1)=C(\C#N)NC(=O)Nc1ccc(OC(F)(F)F)cc1	55
O=C(N/N=C\c1cccs1)c1cc2cc(OC(F)(F)F)ccc2[nH]1	49
O=C(CCCn1nc(-c2ccco2)ccc1=O)Nc1ccc(OC(F)(F)F)cc1	64
COc1ccc2nc(-c3ccc(OC)c(NC(=O)c4ccco4)c3)cn2n1	68
Cc1onc(-c2c(Cl)cccc2Cl)c1NC(=O)N/N=C\c1ccc([N+](=O)[O-])s1	52
COc1cc(S(=O)(=O)NCc2ccco2)c(C)cc1Br	64
CCOc1ccc(-n2c(-c3ccc(F)cc3)nc(=S)c3c2CCCC3)cc1	53

Rewritten with the structure last: part of the list above
RMI FANCM FP | Compound
54 | CCS(=O)(=O)c1ccc(CC(=O)Nc2ccc([N+](=O)[O-])cc2OC)cc1
55 | N#C/C(N=Cc1ccc(Cl)cc1)=C(\C#N)NC(=O)Nc1ccc(OC(F)(F)F)cc1
49 | O=C(N/N=C\c1cccs1)c1cc2cc(OC(F)(F)F)ccc2[nH]1

Later entries.
SMILES	RMI FANCM FP
COC(=O)c1ccc2c(=O)n(CC(=O)N3CCN(c4ccccn4)CC3)c(=S)[nH]c2c1	61
O=C(Nc1nc(CCC(=O)N2CCN(c3ccccn3)CC2)cs1)c1ccc[nH]c1=O	62
O=C(CSc1ncccn1)N1CCCCC1	60
NS(=O)(=O)c1cc(OCC(F)(F)F)ccc1OCC(F)(F)F	55
CC(NC(=O)c1cc2ccccc2oc1=O)c1ccccc1 (stereo not given)	59
COc1cc(C(=O)NCCCN2CCOC(c3ccccc3)C2)cc(OC)c1OC (stereo not given)	74
O=c1c2nc(N3CCCC3)sc2c(-c2cccs2)nn1Cc1cccc(C(F)(F)F)c1	63
